E-sel inducer: induces E-selectin expression in human endothelial cells | P16581 | HUVEC E-selectin immunofluorescence imaging; normalized: neutral wells 0, TNF-alpha wells 100 | activation, % at 7.58 µM | 260,000 compounds, 0.37% hits;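 active means mean E-selectin-positive cell signal at least 10% of the positive control, reached in at least 60% of replicates, without over 20% cell loss; inconclusive means no rule given, readout overlaps actives, possibly toxicity-flagged; inactive means the rest, including those meeting only one limit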;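 further: in these data hits start at about 27%; measured in HUVEC primary endothelial cells; signal is the percent of cells scored E-selectin positive by PE staining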
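Test system: HUVEC | Signal: Immunofluorescence imaging | Read-out: Percent E-selectin-positive cells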
INS-1E GSIS act: primary screen for activators of insulin secretion dependent on glucose, INS-1E cells, GLuc reporter luminescence; INS-1E GLuc reporter insulin secretion, 2-3 h; activation, % at 16.6 µM; 370,000 compounds, 0.61% hits;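 active means lowest replicate activation of at least 40%, so every replicate reaches that level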;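 further: 0% = median of neutral control wells and 100% = median of IBMX positive control wells; some compounds called inactive have numbers as strong as hits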
XiGFP reactiv: X-chromosome reactivation activator | XiGFP mouse fibroblasts, % GFP-positive cells imaging, 3 d; cells co-treated with 5-aza-dC sensitizer; scaled so ellipticine positive control = 100% | activation, % at 7.58 µM | 360,000 compounds, 0.055% hits;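 active means mean normalized replicate activation at least 10% and every replicate at or above 10%; inconclusive means only one of the two criteria met; inactive means mean below 10% and not all replicates reach 10%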;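 further: 0% = median of on-plate neutral control wells and 100% = ellipticine 6 µM median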
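Material: XiGFP fibroblasts, SV40-immortalized; Buffer or medium: DMEM containing 5-aza-dC; Compound dosing: single point; Times: 3 days compound exposure.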
RAD52 inh: blocks human RAD52 DNA annealing. P43351. recombinant RAD52 DNA annealing, FRET fluorescence. inhibition, % at 18.7 µM. 360,000 compounds, 0.46% hits. AID 651710;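 active means every replicate showing at least 50% inhibition; inconclusive means mean inhibition at least 50% but not in every replicate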
RAD54 branch: RAD54 (human) branch migration inhibition | RAD54 Holliday junction branch migration, FAM/BHQ fluorescence | inhibition, % at 10.4 µM | 360,000 compounds, 0.14% hits | AID 602329;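 active means mean normalized replicate activity at least 40 and at least half of replicates scoring 40 or more; inconclusive means only one of the two criteria met; inactive means mean below 40 and under half of replicates reaching 40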;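 further: 0% = median of neutral control wells and 100% = median of positive control wells; inhibitors cause a drop in the FAM fluorescence signal; in these data hits start at about 50%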
Target sequence (Q92698 whole entry, looked up): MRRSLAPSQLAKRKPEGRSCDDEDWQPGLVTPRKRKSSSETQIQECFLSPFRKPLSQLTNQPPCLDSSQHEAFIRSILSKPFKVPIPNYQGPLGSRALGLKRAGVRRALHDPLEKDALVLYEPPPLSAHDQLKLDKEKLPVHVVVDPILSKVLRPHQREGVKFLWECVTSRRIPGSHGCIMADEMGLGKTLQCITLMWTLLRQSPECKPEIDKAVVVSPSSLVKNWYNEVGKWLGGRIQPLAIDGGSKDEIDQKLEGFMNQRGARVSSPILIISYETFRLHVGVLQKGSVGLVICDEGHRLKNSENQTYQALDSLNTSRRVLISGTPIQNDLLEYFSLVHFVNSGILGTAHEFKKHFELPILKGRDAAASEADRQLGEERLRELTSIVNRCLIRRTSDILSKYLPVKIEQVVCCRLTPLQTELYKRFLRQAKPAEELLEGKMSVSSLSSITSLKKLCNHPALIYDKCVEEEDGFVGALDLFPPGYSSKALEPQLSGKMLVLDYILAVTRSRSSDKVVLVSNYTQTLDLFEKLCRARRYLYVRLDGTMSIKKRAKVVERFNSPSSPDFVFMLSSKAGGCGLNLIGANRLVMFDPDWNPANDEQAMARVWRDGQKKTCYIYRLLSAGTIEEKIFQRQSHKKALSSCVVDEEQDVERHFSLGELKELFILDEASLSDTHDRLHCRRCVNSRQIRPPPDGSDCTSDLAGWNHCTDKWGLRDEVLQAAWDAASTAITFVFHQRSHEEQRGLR
Casp6 inh: caspase-6 (human) enzyme inhibition; purified caspase-6, Z-VEID-R110 cleavage fluorescence; inhibition, % at 12.5 µM; 350,000 compounds, 0.53% hits;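 active means mean inhibition across replicates at least about 35%, with every replicate also reaching that limit, limit read from the data; inconclusive means only one of the two criteria met; inactive means neither criterion met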;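 further: 0% = median of neutral control wells and 100% = no fluorescence left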
Target sequence (P55212 24-179 limits assumed): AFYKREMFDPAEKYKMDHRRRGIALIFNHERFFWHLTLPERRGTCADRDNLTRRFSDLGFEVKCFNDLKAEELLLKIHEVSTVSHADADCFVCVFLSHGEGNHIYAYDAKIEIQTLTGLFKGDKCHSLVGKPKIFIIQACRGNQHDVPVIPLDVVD
Target sequence (P55212 194-293 limits assumed): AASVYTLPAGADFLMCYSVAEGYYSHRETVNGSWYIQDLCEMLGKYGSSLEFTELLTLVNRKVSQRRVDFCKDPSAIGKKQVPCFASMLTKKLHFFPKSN
DENV2 CPE rescue: DENV2-induced cell death inhibition | 350,000 compounds, 1.7% hits | DENV2-infected cells, cytopathic effect rescue, plate reader | CPE inhibition, % at 9.99 µM; in the data active means CPE inhibition above about 20%, passing the limit was not always enough; inconclusive means no clear call, values can overlap the other calls; tested in BHK-21 cells;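 further: 0% = median of neutral control wells and 100% = median of positive control wells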
F508del corr: correctors of CFTR F508del function in bronchial epithelial cells | CFBE cells, YFP halide quenching; stimulated with forskolin plus potentiator P3; % fluorescence drop versus neutral controls | 350,000 compounds, 0.36% hits | activity (quench increase), % at 7.58 µM;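 active means mean added fluorescence quench of at least 8% versus neutral control, with both replicates also reaching 8%; inconclusive means only one of the mean or replicate conditions met; inactive means mean below 8% and not both replicates reaching 8%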;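 further: cells transiently co-express mutant CFTR-F508del with the halide-sensitive YFP; corrector assay measuring rescue of mutant channel to the surface after 24 h compound exposure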
Active calls of the source: *; & = joins results of further samples.

Screening Cc1noc(C)c1S(=O)(=O)Nc1ccc2c(c1)CC(=O)N([C@@H](C)CO)C[C@H](C)[C@@H](CN(C)CC1CCCCC1)O2 returned E-sel inducer -0.1, INS-1E GSIS act -10, XiGFP reactiv 0.1, RAD52 inh 0, RAD54 branch 4, Casp6 inh -1, DENV2 CPE rescue -4 and F508del corr -2.6.
Screening O=C(c1cccc([N+](=O)[O-])c1)c1ccc2c(c1)OCCOCCOCCO2 returned E-sel inducer 14, INS-1E GSIS act -3, XiGFP reactiv 0.1, RAD52 inh -1, RAD54 branch -9, Casp6 inh 2, DENV2 CPE rescue -2 and F508del corr -2.4.
For CN1CCC2(CC1)N=C(c1ccc(F)cc1)C(=S)N2C(=O)c1ccccc1 the results were E-sel inducer -0.9, INS-1E GSIS act 2, XiGFP reactiv 0.2, RAD52 inh -6, Casp6 inh -4 and DENV2 CPE rescue -3.
For CCCCn1c(CCC(=O)O)ccc1-c1cccs1 the results were E-sel inducer -0.2, INS-1E GSIS act -23, XiGFP reactiv 0.0, RAD52 inh -25, RAD54 branch 2, Casp6 inh 4, DENV2 CPE rescue 6 and F508del corr -0.1.
Screening Nc1c(Cl)ncnc1N/N=C/c1cccnc1 returned E-sel inducer 0.0, INS-1E GSIS act -1, XiGFP reactiv 0.1, RAD52 inh -2, Casp6 inh 1, DENV2 CPE rescue 3 and F508del corr 0.0.
CCN(Cc1cnn(C)c1)C(=O)c1cc(COc2ccc3c(c2)CCCC3)on1 was read as E-sel inducer -0.4, INS-1E GSIS act -70, XiGFP reactiv 0.5, RAD52 inh -40, RAD54 branch 0, Casp6 inh 4, DENV2 CPE rescue 15 and F508del corr 0.8.
CC1(c2ccccc2)NC(=O)N(CC(=O)Nc2ccc([N+](=O)[O-])cc2)C1=O (stereo not given) was read as E-sel inducer 5.3, INS-1E GSIS act -31, XiGFP reactiv 0.0, RAD52 inh -14, RAD54 branch 6, Casp6 inh 1, DENV2 CPE rescue 0 and F508del corr -2.4.
Screening N#Cc1ccccc1S(=O)(=O)N1CCN(C(=O)Cc2coc3cc(O)ccc23)CC1 returned INS-1E GSIS act -2, XiGFP reactiv -0.5, RAD52 inh -17, RAD54 branch 6, Casp6 inh 1, DENV2 CPE rescue 1 and F508del corr -2.6.
For COc1ccc2c(c1)c(C(C)=O)c(C)n2-c1ccccc1OC the results were E-sel inducer -3.3, INS-1E GSIS act 10, XiGFP reactiv 0.0, RAD52 inh -7, Casp6 inh -2, DENV2 CPE rescue -2 and F508del corr 1.1.
`COc1cc(NC(=O)Nc2nc(C(N)C3CCCCC3)cs2)cc(OC)c1OC` (stereo not given) gave E-sel inducer 0.2, INS-1E GSIS act -3, XiGFP reactiv -0.1, RAD52 inh -10, RAD54 branch -4, Casp6 inh -1, DENV2 CPE rescue -3 and F508del corr 3.4.
`C[C@@H]1CN([C@H](C)CO)C(=O)CCCn2cc(nn2)CO[C@H]1CN(C)S(=O)(=O)c1ccc(-c2ccccc2)cc1` gave E-sel inducer -0.2, INS-1E GSIS act -5, XiGFP reactiv -0.1, RAD52 inh -8&0, RAD54 branch 2&4, Casp6 inh 4&-3, DENV2 CPE rescue 17&3 and F508del corr 0.9&-0.5.
`C=Cc1c(C)c2cc3[nH]c(cc4nc(cc5nc(cc1[nH]2)C(C)=C5CCC(=O)O)C(CCC(=O)O)=C4C)c(C)c3C=C` gave INS-1E GSIS act -2, RAD52 inh -2, RAD54 branch 4&26, Casp6 inh 57*, DENV2 CPE rescue inconclusive and F508del corr -0.9.
Screening C[C@@H]1CN([C@@H](C)CO)C(=O)c2cc(NC(=O)CCC(F)(F)F)ccc2O[C@@H](C)CCCCO[C@@H]1CN(C)C(=O)Nc1ccc(C(F)(F)F)cc1 returned E-sel inducer 0.1, INS-1E GSIS act 5, XiGFP reactiv -1.2, RAD52 inh -31, RAD54 branch -8, Casp6 inh 1, DENV2 CPE rescue 0 and F508del corr -0.3.
For C[C@H](CO)N1C[C@H](C)[C@@H](CN(C)S(=O)(=O)c2ccc(Cl)cc2)Oc2c(NC(=O)Nc3ccc(F)cc3)cccc2C1=O the results were E-sel inducer 0.0, INS-1E GSIS act -10, XiGFP reactiv 0.2, RAD52 inh 28, RAD54 branch 4, Casp6 inh 0, DENV2 CPE rescue 2 and F508del corr -1.6.
Screening Cc1cccc(-n2ccnc2SCC(=O)Nc2nnc(C)s2)c1 returned E-sel inducer -0.3, INS-1E GSIS act 0, XiGFP reactiv -0.1, RAD52 inh -9, RAD54 branch -2, Casp6 inh 0, DENV2 CPE rescue 15 and F508del corr -0.9.
Screening COc1ccccc1OCCNC(=O)Nc1cc(F)c(F)cc1Cl returned E-sel inducer -0.2, XiGFP reactiv 0.0, RAD52 inh -5, RAD54 branch -13, Casp6 inh 2, DENV2 CPE rescue inconclusive and F508del corr -1.8.
CC(C)NC(=O)Nc1ccc2c(c1)CC(=O)N([C@H](C)CO)C[C@H](C)[C@H](CN(C)Cc1ccc(-c3ccccc3)cc1)O2 was read as INS-1E GSIS act 5, XiGFP reactiv -1.1, RAD52 inh 5, RAD54 branch -2, Casp6 inh -3, DENV2 CPE rescue 28* and F508del corr 1.1.
COC(=O)Oc1ccc(/C=N/NC(=O)CN(c2ccccc2Br)S(C)(=O)=O)cc1OC was read as E-sel inducer 1.2, INS-1E GSIS act -13, XiGFP reactiv 0.0, RAD52 inh -5, RAD54 branch -7, Casp6 inh 6, DENV2 CPE rescue 4 and F508del corr 2.3.
For Cc1cc(CN2CCCC(C(=O)Nc3cccc(-n4cccn4)c3)C2)cc(C)c1O (stereo not given) the results were E-sel inducer -0.9, INS-1E GSIS act -10, XiGFP reactiv 0.1, RAD52 inh 7, RAD54 branch -10, Casp6 inh -6, DENV2 CPE rescue 16 and F508del corr 1.8.
`CC(C)CC#Cc1cnc2c(c1)C(=O)N([C@H](C)CO)C[C@H](C)[C@@H](CN(C)CC1CCOCC1)O2` gave E-sel inducer 0.4, INS-1E GSIS act 10, XiGFP reactiv -1.0, RAD52 inh 10, RAD54 branch -22, Casp6 inh 0, DENV2 CPE rescue 5 and F508del corr 1.1.

Arranged by heavy-atom count (descending): part of the list above.
Screening C[C@@H]1CN([C@@H](C)CO)C(=O)c2cc(NC(=O)CCC(F)(F)F)ccc2O[C@@H](C)CCCCO[C@@H]1CN(C)C(=O)Nc1ccc(C(F)(F)F)cc1 returned E-sel inducer 0.1, INS-1E GSIS act 5, XiGFP reactiv -1.2, RAD52 inh -31, RAD54 branch -8, Casp6 inh 1, DENV2 CPE rescue 0 and F508del corr -0.3.
CC(C)NC(=O)Nc1ccc2c(c1)CC(=O)N([C@H](C)CO)C[C@H](C)[C@H](CN(C)Cc1ccc(-c3ccccc3)cc1)O2 was read as INS-1E GSIS act 5, XiGFP reactiv -1.1, RAD52 inh 5, RAD54 branch -2, Casp6 inh -3, DENV2 CPE rescue 28* and F508del corr 1.1.
Screening COc1ccccc1OCCNC(=O)Nc1cc(F)c(F)cc1Cl returned E-sel inducer -0.2, XiGFP reactiv 0.0, RAD52 inh -5, RAD54 branch -13, Casp6 inh 2, DENV2 CPE rescue inconclusive and F508del corr -1.8.

Next part:
`CC(OC(=O)C1CC1)C(=O)Nc1cccc(S(=O)(=O)N2CCOCC2)c1` (stereo not given) gave XiGFP reactiv -0.2, RAD52 inh -12, RAD54 branch -1, Casp6 inh 2, DENV2 CPE rescue -1 and F508del corr 0.3.
Cc1ccc(CN2CC(C(=O)N3CCN(c4ccccc4O)CC3)CC2=O)cc1 (stereo not given) was read as E-sel inducer -1.7, INS-1E GSIS act -24, XiGFP reactiv 0.0, RAD52 inh 1, RAD54 branch -6, Casp6 inh -107, DENV2 CPE rescue -2 and F508del corr 1.8.
Screening CCOC(=O)CCCCCN1C(=O)c2cccc3cccc(c23)C1=O returned INS-1E GSIS act 12, XiGFP reactiv 0.3, RAD52 inh -11, RAD54 branch -14, Casp6 inh 0, DENV2 CPE rescue -3 and F508del corr -1.5.
For O=C(NC1CCC1)[C@H]1[C@H](CO)[C@H]2Cn3c(ccc(-c4ccncc4)c3=O)[C@@H]1N2Cc1cocn1 the results were E-sel inducer 0.2, INS-1E GSIS act 10, XiGFP reactiv 0.3, RAD52 inh -3, RAD54 branch -8, Casp6 inh 0, DENV2 CPE rescue -4 and F508del corr 0.2.
For Cc1cccc(C)c1-n1nnnc1-c1nc2ccccc2[nH]c1=O the results were E-sel inducer 49*, INS-1E GSIS act 16, XiGFP reactiv 0.2, RAD52 inh -9, Casp6 inh 0, DENV2 CPE rescue 10 and F508del corr 4.8.
For O=C(c1ccc(=O)[nH]c1)N1CCN(S(=O)(=O)c2ccc(Cl)cc2)CC1 the results were INS-1E GSIS act 5, XiGFP reactiv 0.1, RAD52 inh -9, RAD54 branch -13, Casp6 inh -2, DENV2 CPE rescue -4 and F508del corr -1.9.
For O=C(NCC[C@@H]1CC[C@@H](NS(=O)(=O)c2ccc(F)cc2)[C@@H](CO)O1)c1ccc2c(c1)OCO2 the results were E-sel inducer 0.0, INS-1E GSIS act 3, XiGFP reactiv 0.4, RAD52 inh -9, RAD54 branch 0, Casp6 inh -6, DENV2 CPE rescue 1 and F508del corr 0.1.
For COc1ccccc1CN(C)C[C@H]1OCc2ccccc2-c2c(n(C)c3ccccc23)C(=O)N([C@H](C)CO)C[C@H]1C the results were E-sel inducer 3.8, INS-1E GSIS act 4, XiGFP reactiv 0.2, RAD52 inh 4, Casp6 inh 2, DENV2 CPE rescue 27* and F508del corr 1.5.
`O=C(C[C@@H]1C[C@@H]2c3cc(NC(=O)c4ccc5c(c4)OCO5)ccc3O[C@@H]2[C@H](CO)O1)NCCc1ccccc1` gave E-sel inducer -0.6, INS-1E GSIS act 14, XiGFP reactiv -0.1, RAD52 inh 12, RAD54 branch -2, Casp6 inh 1, DENV2 CPE rescue -7 and F508del corr -0.6.
For Cc1ccc(/C=C/C(=O)O)cc1S(=O)(=O)N1CCCCC1 the results were E-sel inducer 0.4, INS-1E GSIS act 12, XiGFP reactiv -0.1, RAD52 inh -3, RAD54 branch -1, Casp6 inh 0, DENV2 CPE rescue -3 and F508del corr -4.6.
`C[C@H]1CN([C@@H](C)CO)C(=O)c2cc(NS(=O)(=O)c3ccc(F)cc3)ccc2O[C@@H]1CN(C)S(=O)(=O)c1cn(C)cn1` gave E-sel inducer 0.1, INS-1E GSIS act 14, XiGFP reactiv -1.0, RAD52 inh 6, Casp6 inh -2, DENV2 CPE rescue 9 and F508del corr -0.8.
`C[C@H]1CN([C@@H](C)CO)C(=O)c2cccc(NC(=O)Nc3ccc(F)cc3)c2O[C@@H]1CN(C)S(=O)(=O)c1ccc(Cl)cc1` gave E-sel inducer 0.0, INS-1E GSIS act -14, XiGFP reactiv 0.0, RAD52 inh 11, RAD54 branch -1, Casp6 inh 2, DENV2 CPE rescue 6 and F508del corr -0.1.
For O=C(Nc1cccc(S(=O)(=O)NC2=NCCCCC2)c1)c1cc(-c2ccncc2)nc2ccccc12 the results were INS-1E GSIS act -8, XiGFP reactiv 0.0, RAD52 inh -18, Casp6 inh 4, DENV2 CPE rescue -1 and F508del corr 0.1.
`CCOC(=O)c1ccc(NC(=O)COc2cc3oc(=O)c(CC(C)O)c(C)c3cc2Cl)cc1` (stereo not given) gave E-sel inducer 0.6, INS-1E GSIS act -5, XiGFP reactiv 0.1, RAD52 inh -8, RAD54 branch -6, Casp6 inh 9, DENV2 CPE rescue 8 and F508del corr 1.8.
